sEH act = activators of human soluble epoxide hydrolase; purified human sEH enzymatic activity, activator screen; activation, % at 2 µM; 91,000 tested, 0.04% active; P34913; in the data active = activation above about 37%; note: values of inactives mirror those of a sister screen read the other way
ERa SRC1 inh = blocks coactivator binding to human estrogen receptor alpha | P03372 | inhibition, % at 25.6 µM | 86,000 tested, 1.7% active | AID 629 | TR-FRET ER-alpha LBD / SRC-1 peptide, estradiol-bound; in the data active = inhibition above about 50%;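 note: 0% = receptor plus peptide control and 100% = peptide only without receptor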
Target sequence (P03372 whole entry, looked up, the tested form may be a part): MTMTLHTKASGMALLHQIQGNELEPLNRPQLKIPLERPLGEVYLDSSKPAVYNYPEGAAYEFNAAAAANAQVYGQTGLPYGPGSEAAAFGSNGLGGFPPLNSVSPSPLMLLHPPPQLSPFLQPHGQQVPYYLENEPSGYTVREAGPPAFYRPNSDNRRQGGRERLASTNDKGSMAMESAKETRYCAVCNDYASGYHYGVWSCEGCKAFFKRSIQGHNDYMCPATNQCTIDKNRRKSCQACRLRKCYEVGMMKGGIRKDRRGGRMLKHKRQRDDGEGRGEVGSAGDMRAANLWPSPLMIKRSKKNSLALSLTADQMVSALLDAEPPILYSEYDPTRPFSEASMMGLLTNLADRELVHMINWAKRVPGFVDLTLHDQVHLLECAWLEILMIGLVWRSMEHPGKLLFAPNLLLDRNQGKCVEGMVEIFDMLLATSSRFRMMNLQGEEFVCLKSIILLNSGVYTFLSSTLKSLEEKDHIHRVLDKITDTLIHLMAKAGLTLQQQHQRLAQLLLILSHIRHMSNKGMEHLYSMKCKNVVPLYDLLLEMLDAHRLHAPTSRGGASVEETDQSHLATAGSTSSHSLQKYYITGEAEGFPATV
HUVEC prolif 384 = inhibitors of human endothelial cell proliferation | AID 648 | 86,000 tested, 1.1% active | viability, % at 10 µM (by protocol) | HUVEC proliferation, CellTiter-Glo luminescence, 72 h; active compounds read low;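 active = viability at or below 30%; inactive = viability above 30%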;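 note: 100% = median luminescence of DMSO-only cell control wells on each plate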
Fibroblast inh = blocks proliferation of human lung fibroblasts | AID 719 | LL 47 human lung fibroblast viability, ATP luminescence; active compounds read low | 85,000 tested, 1.1% active | viability, % at 10 µM;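 active = viability at or below 50% in the single dose screen; inactive = viability above 50%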;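 note: compound exposure lasted 72 h before the ATP readout; 100% = median luminescence of untreated cell-only wells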
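Material: human LL 47 lung fibroblast cells; quantity: 1,150 cells/well; medium: IMEM plus 15% FBS; doses: 0.1% DMSO in all compound wells; timing: overnight attachment after seeding, then 72 h compound exposure at 37 °C; detection: CellTiter-Glo luminescence; measure: % viability of median cell-only signal; controls: cell-only wells, no compound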
ERa SRC1 pot = enhances coactivator binding to human estrogen receptor alpha; TR-FRET ERalpha-LBD/SRC-Cy5 coactivator binding, 2 h; 100 = basal binding, no effect; 86,000 tested, 1.3% active; AID 639; coactivator binding (% of control), % at 25.6 µM; P03372; in the data active = activity above about 200%;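 note: binding measured in presence of low estradiol as agonist stimulus; 0% = peptide alone without receptor and 100% = receptor with peptide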
H69AR inhibit = growth inhibitors of human H69AR lung tumor cells; viability, % at 10 µM; H69AR lung tumor viability, ATP luminescence, 72 h; active compounds read low; AID 598; 85,000 tested, 6% active;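 active = viability at or below 40%; inactive = viability above 40%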;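 note: multidrug resistant small cell line overexpressing MRP-1 efflux transporter; 100% = mean luminescence of untreated control wells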
ERb coact inh = ER-beta (human) coactivator binding inhibition. 86,000 tested, 1.3% active. Q92731. inhibition, % at 25.6 µM. TR-FRET ER-beta LBD / SRC1-Cy5 peptide binding; receptor agonist-loaded with 1 µM estradiol;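 active = compounds whose percent inhibition of the receptor-coactivator binding signal exceeds about 50% in the single-dose screen, limit read from the data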;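 note: 0% = receptor plus peptide wells without compound and 100% = peptide-only wells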
Target sequence (Q92731 whole entry, looked up, the tested form may be a part): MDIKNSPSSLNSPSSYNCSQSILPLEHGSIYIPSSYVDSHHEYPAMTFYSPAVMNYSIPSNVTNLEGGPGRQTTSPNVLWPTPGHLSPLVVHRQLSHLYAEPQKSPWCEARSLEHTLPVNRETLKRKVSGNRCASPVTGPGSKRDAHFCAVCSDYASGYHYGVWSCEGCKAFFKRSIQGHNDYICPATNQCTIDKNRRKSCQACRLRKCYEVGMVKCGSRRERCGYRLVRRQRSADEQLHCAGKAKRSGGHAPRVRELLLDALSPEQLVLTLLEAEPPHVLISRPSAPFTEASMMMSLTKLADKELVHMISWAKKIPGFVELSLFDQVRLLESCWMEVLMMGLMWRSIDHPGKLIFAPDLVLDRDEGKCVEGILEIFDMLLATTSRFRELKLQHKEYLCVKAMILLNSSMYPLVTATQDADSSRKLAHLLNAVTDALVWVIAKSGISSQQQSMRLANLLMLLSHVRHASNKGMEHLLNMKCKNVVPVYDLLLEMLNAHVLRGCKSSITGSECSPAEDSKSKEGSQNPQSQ
Candida biofilm = kills Candida albicans biofilms. C. albicans biofilm + clotrimazole, Alamar Blue. inhibition, % at 6 µM. 85,000 tested, 0.14% active. AID 834;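 active = inhibition above 20%; inactive = inhibition below 20%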;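 note: preformed 24 hr biofilms exposed to compound for 48 hr; 0% = biofilm without compound and 100% = blank killed by clotrimazole plus chlorhexidine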
Smad3 FoxH1 inh = inhibitors of human Smad3 transcription factor binding; P84022; TR-FRET Smad3/Dy647-FoxH1 peptide binding, europium anti-His; inhibition, % at 25 µM; 88,000 tested, 0.29% active;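 active = compounds that reduce the energy-transfer binding signal between the protein and its labelled peptide by more than half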;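 note: 0% = Smad3 plus labelled peptide maximal FRET and 100% = peptide-only background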
Active calls of the source: *; . = no result given; [ ] = dose if it differs, or a comment. An excerpt. The share of hits here may be higher or lower than overall.

SMILES | sEH act | ERa SRC1 inh | HUVEC prolif 384 | Fibroblast inh | ERa SRC1 pot | H69AR inhibit | ERb coact inh | Candida biofilm | Smad3 FoxH1 inh
COc1ccc(NC(=O)Nc2ccccc2F)cc1 | -56.0 | -8.6 | 88.1 | 95.0 | 76.6[fluorescence artefact?] | 98.6 | -3.8 | 3.9 | 0.7
O=C(COC(=O)CCc1ccc(S(=O)(=O)N2CCOCC2)cc1)Nc1ccc(Cl)cn1 | -21.6 | 11.6 | 96.7 | 100.1 | 68.4[fluorescence artefact?] | 93.6 | 20.7 | 6.0 | -15.1[fluorescence artefact?]
CN1CCN(C(=O)CCn2nc(-c3ccccc3)c3ccccc3c2=O)CC1 | -2.6 | -24.5 | 101.9 | 102.6 | 96.7 | 68.5 | -12.9 | 1.8 | 0.2
COC(=O)c1sc(NC(=O)CSc2nc3cccnc3n2C2CCCCC2)nc1C | 5.1 | 72.2*[fluorescence artefact?] | 56.2 | 88.5 | 81.3 | 20.5* | 61.3*[fluorescence artefact?] | 1.8 | -4.5
O=c1c2ccccc2[nH]c(=S)n1CCN1CCC(=C(c2ccc(F)cc2)c2ccc(F)cc2)CC1 | . | -1.4 | 61.1 | 92.8 | 115.0 | 72.3 | 0.3 | 12.5 | 2.7
Cn1c(=O)c2c(O)cc(=O)n(-c3ccccc3)c2n(C)c1=O | 6.8 | -12.8 | 93.5 | 105.8 | 119.1 | 95.5 | -14.8 | 4.3 | -1.5
Cc1cc2ncn(C(=O)c3ccc4c(c3)OCO4)c2cc1C | . | -1.6 | 82.2 | 97.2 | 157.3[fluorescence artefact?] | 96.5 | 4.6 | 8.1 | 1.7
CCC(C(=O)NCc1ccco1)n1nc(-c2ccc(OC)cc2)ccc1=O (stereo not drawn) | -1.7 | 42.2 | 93.7 | 93.8 | 227.2*[fluorescence artefact?] | 86.1 | 37.3 | . | -2.1
CC(=O)c1cccc(NC(=O)CN2C(=O)COc3ccc(Cl)cc32)c1 | 7.5 | 2.3 | 99.6 | 106.3 | 104.7 | 85.7 | 31.4 | 0.1 | 2.5
O=C(CSc1nnnn1C1CCCCC1)Nc1ccc2c(c1)OCO2 | 1.6 | 6.0 | 83.6 | 99.2 | 107.0 | 92.1 | 8.1[fluorescence artefact?] | 2.7 | -7.3
Cc1ccc(S(=O)(=O)N2CCOCC2)cc1C(=O)NC1CCCCC1 | . | -1.6 | 92.7 | 90.7 | 92.6 | 101.1 | 0.1 | 2.0 | -0.8
Cc1ccc(C)n1-c1ccc(C(=O)NCC2CCCO2)cc1 (stereo not drawn) | . | -6.2 | 77.3 | 74.0 | 99.3 | 74.6 | 6.6 | 4.8 | 2.2
Clc1ccc(OCc2nnc(SCc3nc4ccccc4[nH]3)n2Cc2ccco2)cc1 | -7.5 | 9.8 | 81.5 | 94.8 | 71.9 | 43.2 | 5.2[fluorescence artefact?] | -0.3 | 6.4
CCOc1ccc(C2/C(=C(/O)c3ccc(OC)cc3)C(=O)C(=O)N2c2cc(C)on2)cc1OC (stereo not drawn) | 12.5 | 1.1 | 93.6 | 94.1 | 99.8 | 92.5 | 6.5 | 8.8 | 11.3
Fc1ccc(C2CC(c3ccccc3)n3ncnc3N2)cc1 (stereo not drawn) | 11.8 | -0.4 | 109.2 | 103.1 | 101.4 | 88.8 | -7.6 | 9.2 | 8.3
CC(C)(C)c1ccc(-c2cc(N)n[nH]2)cc1 | . | -6.4[fluorescence artefact?] | 94.0 | 95.0 | 90.3[fluorescence artefact?] | 95.1 | 8.0[fluorescence artefact?] | -3.4 | -16.8
CCOP(=O)(OCC)C(C)(C)NC(=O)c1cc([N+](=O)[O-])cc([N+](=O)[O-])c1 | 0.5 | -2.0 | 92.2 | 101.4 | 101.0 | 96.5 | 8.9 | -0.9 | -0.2
N#Cc1nc(-c2ccco2)oc1N1CCC(Cc2ccccc2)CC1 | 19.5 | -9.0 | 103.8 | 105.0 | 90.2 | 99.1 | -12.4 | 2.6 | 8.5
C1CSC2(N1)C1CC3CC(C1)CC2C3 (stereo not drawn) | -4.0 | 2.6 | 98.7 | 104.0 | 138.3 | 103.7 | -1.2 | . | -8.2
COc1cccc(-c2cc(C(F)(F)F)nc(N3CCC(C)CC3)n2)c1 | . | -10.5 | 108.2 | 95.6 | 110.7 | 96.0 | -10.5[fluorescence artefact?] | 4.5 | 5.4
COc1ccc(-n2c(SCC(=O)N3CCOCC3)nc(O)c(Cc3ccccc3)c2=O)cc1 | 23.6 | -5.8 | 86.7 | 100.5 | 120.6 | 105.2 | -10.9 | 4.8 | -4.1
Cn1c(=O)c(Cc2ccccc2)c(O)c2ccccc21 | 5.2 | 26.4[fluorescence artefact?] | 90.9 | 106.2 | 88.7 | 99.8 | 8.3[fluorescence artefact?] | 2.8 | 3.2
CCOC(=O)N1CCN(/C=C(\C#N)c2nc3ccccc3s2)CC1 | -18.3 | -5.5 | 90.1 | 90.2 | 96.2 | 84.6 | -5.4 | 4.2 | 16.4
CCOC(=O)C1(c2ccccc2)NC(c2ccccc2C)C2C(=O)N(c3ccc4c(c3)OCO4)C(=O)C21 (stereo not drawn) | 15.1 | 35.5 | 87.6 | 89.1 | 88.9 | 69.0 | 18.8 | 5.1 | -1.1
CN(C)S(=O)(=O)c1ccc(S(=O)(=O)N2CCN(CCC#N)CC2)cc1 | . | -3.6 | 91.9 | 103.0 | 129.6 | 98.0 | -12.8 | 6.6 | 4.7
Cc1occc1-c1nnc(SCC(=O)NC2CCCC2)n1-c1ccccc1 | -3.5 | 1.1 | 91.8 | 95.1 | 119.2 | 95.5 | 4.4 | -1.4 | -2.2
CC(C)(C)C1CCC2(CC1)C(C#N)=C(SCC(=O)NC1CCCCC1)NC(=O)C2C#N (stereo not drawn) | -30.9 | 3.0 | 44.1 | 82.0 | 107.7[fluorescence artefact?] | 9.6* | -1.2 | 7.3 | 10.1
Cc1ccc2c(CSc3nc4ccccc4c(=O)n3CCCO)cc(=O)oc2c1C | -6.3 | -1.8[fluorescence artefact?] | 70.5 | 94.0 | 143.8 | 86.4 | 8.4[fluorescence artefact?] | 2.9 | -2.3
Cn1c(SCC(=O)Nc2ccc(F)cc2F)nnc1-c1cccnc1 | . | -2.6 | 98.5 | 91.7 | 101.3 | 84.9 | -9.3 | 3.5 | 2.1
Cc1nc(NC(=O)C23CCC(C)(C(=O)O2)C3(C)C)sc1C (stereo not drawn) | -0.3 | -27.9[fluorescence artefact?] | 93.6 | 99.5 | 107.5 | 85.9 | -12.7[fluorescence artefact?] | 4.8 | 3.9
Cc1ccc(C)c(S(=O)(=O)N2CCN(CC(=O)Nc3cc(C)on3)CC2)c1 | -1.7 | -3.1 | 105.0 | 95.8 | 87.1 | 106.0 | 20.8 | 8.1 | -2.7
O=C(c1ccco1)N1CCN(S(=O)(=O)c2ccc(C3CCCCC3)cc2)CC1 | 0.4 | -9.4 | 102.7 | 88.9 | 118.3 | 88.5 | 5.2 | 5.5 | -9.9
Cc1nc2ccccc2c2oc(C(=O)N3CCC(N4CCCCC4)CC3)cc12 | . | 48.6[fluorescence artefact?] | 94.7 | 88.9 | 58.0[fluorescence artefact?] | 85.8 | 22.4 | 16.9 | -10.4
O=S(=O)(c1cccc(-c2nnco2)c1)N1CCCC1 | -27.1 | -0.9[fluorescence artefact?] | 111.2 | 106.7 | 111.1 | 95.7 | -8.2[fluorescence artefact?] | -5.6 | -2.6
CCCNS(=O)(=O)c1cc(Br)cc2c1N(C(=O)CC)CC2 | . | -15.7 | 96.7 | 102.1 | 108.8 | 81.6 | 0.3 | 8.8 | -15.2
Cn1c(=Nc2ccc(N3CCOCC3)cc2)ccc2ccccc21 | -2.0 | -13.4 | 92.6 | 98.0 | 112.5[fluorescence artefact?] | 95.5 | -12.1 | 1.2 | -1.2
O=C1CCCc2sc3c(c2N1)CCCCC3 | 6.9 | 4.3[fluorescence artefact?] | 98.7 | 97.4 | 108.1 | 83.0 | 3.0 | 1.0 | -2.6
Cc1cc2nnc(SCC(=O)OC(C)C)n2c2ccccc12 | -4.5 | 10.1 | 97.0 | 97.3 | 89.4 | 91.0 | 0.9 | -1.4 | 1.7
Cn1c(=O)c2c(ncn2CC(=O)N2CCc3ccccc3C2)n(C)c1=O | 4.6 | 0.3[fluorescence artefact?] | 107.0 | 92.0 | 101.1 | 89.5 | 3.8[fluorescence artefact?] | 8.0 | 3.0
O=C(NCC1OCCc2ccccc21)c1ccco1 (stereo not drawn) | 14.0 | 8.1 | 91.3 | 81.1 | 57.8[fluorescence artefact?] | 88.1 | 7.1 | 3.4 | -0.1
COc1cc2c(cc1OC)CN(CC(=O)Nc1cccc(C)c1)CC2 | -12.3 | 33.2 | 92.0 | 98.3 | 92.8 | 95.6 | 15.2 | 5.8 | -2.8
CCCCn1c(C)cc(C)c(S(=O)(=O)c2ccccc2C)c1=O | 1.8 | 7.4[fluorescence artefact?] | 95.6 | 94.2 | 113.8 | 79.7 | 39.6 | 4.9 | -5.0
O=C(NCCCNCCCNC(=O)c1ccccn1)c1ccccn1 | 6.2 | -3.4 | 95.8 | 102.8 | 120.4 | 87.6 | -16.5 | 7.4 | -1.6
COc1ccccc1CNC(=O)CN(c1ccc(C)cc1)S(=O)(=O)c1c(C)nn(C)c1C | . | 2.9 | 98.8 | 102.2 | 108.4 | 62.5 | 1.6 | 4.1 | -12.8
Cc1ccc(S(=O)(=O)NNC(=O)c2snnc2C)cc1 | 3.9 | -13.3 | 98.7 | 103.7 | 121.4 | 115.2 | -9.4 | -0.7 | -2.4
CCOc1cc(C)c(C(C)C)cc1S(=O)(=O)N1CCN(C)CC1 | -2.4 | -4.0 | 88.9 | 93.7 | 85.4 | 88.4 | -15.3 | -3.2 | 2.6
CCn1c(=O)n(CC(=O)Nc2cccc(OC)c2)c(=O)c2ccccc21 | . | -4.8 | 107.3 | 95.3 | 114.8 | 92.7 | -7.2 | 2.9 | -5.6
CCc1nnc(NC(=O)CSc2nc3c(c(=O)n2C)SC(C)C3)s1 (stereo not drawn) | . | -2.4[fluorescence artefact?] | 103.6 | 89.9 | 107.9 | 80.7 | -1.4 | 8.4 | 5.0
COc1ccc(OC)c(Nc2nc(-c3ccc(O)c(O)c3)cs2)c1 | . | 41.5[fluorescence artefact?] | 55.8 | 83.9 | 47.1[fluorescence artefact?] | 30.8* | 67.8*[fluorescence artefact?] | 4.8 | -2.1
COCCCNC(=O)COc1cc(C)c(Cl)c(C)c1 | -6.0 | 4.4[fluorescence artefact?] | 89.2 | 107.5 | 118.7 | 107.6 | -10.1[fluorescence artefact?] | 2.3 | -3.9
CC(=O)Nc1ccc(S(=O)(=O)N(Cc2ccccc2)C(C)C)cc1 | -2.0 | -1.0 | 84.4 | 90.9 | 112.7 | 85.7 | -2.7 | 7.3 | 15.7
CC1CN(CCc2ccccc2)c2nc3c(c(=O)[nH]c(=O)n3C)n2C1 (stereo not drawn) | -3.6 | -8.9 | 73.7 | 92.2 | 121.2 | . | -8.4 | -1.3 | -0.9

Ordered by molecular weight (low to high): 3 of the compounds above.
SMILES | sEH act | ERa SRC1 inh | HUVEC prolif 384 | Fibroblast inh | ERa SRC1 pot | H69AR inhibit | ERb coact inh | Candida biofilm | Smad3 FoxH1 inh
COc1cc2c(cc1OC)CN(CC(=O)Nc1cccc(C)c1)CC2 | -12.3 | 33.2 | 92.0 | 98.3 | 92.8 | 95.6 | 15.2 | 5.8 | -2.8
O=C(NCCCNCCCNC(=O)c1ccccn1)c1ccccn1 | 6.2 | -3.4 | 95.8 | 102.8 | 120.4 | 87.6 | -16.5 | 7.4 | -1.6
COc1ccc(OC)c(Nc2nc(-c3ccc(O)c(O)c3)cs2)c1 | . | 41.5[fluorescence artefact?] | 55.8 | 83.9 | 47.1[fluorescence artefact?] | 30.8* | 67.8*[fluorescence artefact?] | 4.8 | -2.1

Screens as filed in PubChem.
